Screening data from PubChem BioAssay.
RPL19A TOR yeast: alters RPL19A-GFP fluorescence in TOR pathway yeast screen; actives 0.3% (n = 330,000); percent response vs DMSO, % at 10 µM; S. cerevisiae RPL19A-GFP strain, flow cytometry, 3 h; stronger effect = lower value;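 active = percent response vs DMSO below 50%; inconclusive = fewer than 70 events counted for the yeast strain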;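 also: median channel GFP fluorescence of the barcoded RPL19A-GFP strain; ratio of sample median GFP to plate DMSO average so 100% = DMSO; lower means less RPL19A-GFP as with rapamycin TOR inhibition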
proCasp7 act: counter-screen for procaspase-3 activators: activators of human procaspase-7. recombinant procaspase-7, Ac-DEVD-pNA absorbance 405 nm; D23A/D198A/D206A triple mutant, cannot self-cleave; scale: DMSO 0, 5 µM enzyme 100. activation, % at 8.5 µM. actives 0.093% (n = 330,000). AID 463210;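 active = percent activation above the screen-wide mean plus 3 SD, cut at about 25% in these data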
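Assay system – Uncleavable procaspase-7 mutant enzyme · Quantity – 2 µM procaspase-7 mutant as dispensed · Times – 1 h preincubation, 2 h reaction · Dosing – single nominal 8.5 µM compound dose, 0.8% DMSO final · Buffer or medium – Zinc-free 50 mM HEPES buffer, pH 7.4, with NaCl and Triton X-100 · Detection – Epi-absorbance of released pNA at 405 nm, two timepoints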
JMJD2C inh: blocks human GASC-1 demethylase activity; Q9H3R0; GST-JMJD2C(1-420) H3K9me3 demethylation, DELFIA europium; inhibition, % at 2.35 µM; actives 0.069% (n = 330,000); AID 2099;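 active = more than half of a compound's replicate wells show inhibition beyond 50%, single wells judged on their own value; inconclusive = some, but no more than half, of replicates pass 50% inhibition; inactive = no replicate passes 50% inhibition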;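 also: signal counts dimethyl H3K9 product captured on neutravidin plate; 0% = median of DMSO wells and 100% = 0.3 times that DMSO median; strong numbers were not always called active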
CR mimetic SO: caloric restriction mimetics inhibiting age-related superoxide in yeast | S. cerevisiae aged cells, superoxide DHE fluorescence; stronger effect = lower value | superoxide response (% of plate mean), % at 10 µM | actives 0.18% (n = 330,000) | AID 2690;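 active = superoxide response under a set limit, about three screen SD below normal, cut at about 65% in these data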;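 also: yeast aged for seven days with compound at 30 °C before DHE staining; 100% = average MFI of all compound-treated wells on the plate with controls excluded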
LAP4-GFP MLPCN: modulators of TOR pathway LAP4-GFP in S. cerevisiae | actives 0.34% (n = 320,000) | S. cerevisiae LAP4-GFP multiplex, flow cytometry GFP, 3 h; median GFP as percent of DMSO wells | AID 2023 | GFP response vs DMSO, % at 10 µM;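 active = GFP response vs DMSO above a set limit, about the screen mean plus 3 SD, cut at about 150% in these data; inconclusive = under 70 cell events counted for the yeast strain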
MEP2 TOR yeast: alters MEP2-GFP fluorescence in TOR pathway yeast screen. S. cerevisiae MEP2-GFP strain, flow cytometry GFP, 3 h; 100% = DMSO control level. GFP response vs DMSO, % at 10 µM. actives 0.51% (n = 330,000). AID 2016;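 active = GFP response versus DMSO above a set limit, roughly screen mean plus 3 SD, cut at about 180% in these data; inconclusive = fewer than 70 cells counted for a yeast strain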;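 also: median GFP fluorescence of the barcode-gated MEP2-GFP cells per well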
proCasp3 act: activators of human procaspase-3; actives 0.11% (n = 330,000); activation, % at 8.5 µM; recombinant procaspase-3 D3A, Ac-DEVD-pNA absorbance 405 nm;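 active = activation above the mean of all tested compounds plus 3 SD, cut at about 21% in these data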;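 also: 0% = DMSO alone and 100% = DMSO wells spiked with extra 5 µM PC-3 D3A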
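Assay system – Procaspase-3 D3A mutant, all three cleavage aspartates alanine · Controls – DMSO-only low control, 5 µM PC-3 D3A high control · Schedule – 1 h compound preincubation, 2 h substrate hydrolysis at 25 °C · Signal – 405 nm absorbance of p-nitroaniline, reads at 0 and 120 min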
AHR act: human AHR activation | P35869 | AHR-responsive luciferase reporter cells, luminescence | activation, % at 5 µM | actives 2.5% (n = 320,000); in the data active = activation above about 47%;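 also: 0% = vehicle wells and 100% = reference agonist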
Target sequence (P35869 whole entry, looked up): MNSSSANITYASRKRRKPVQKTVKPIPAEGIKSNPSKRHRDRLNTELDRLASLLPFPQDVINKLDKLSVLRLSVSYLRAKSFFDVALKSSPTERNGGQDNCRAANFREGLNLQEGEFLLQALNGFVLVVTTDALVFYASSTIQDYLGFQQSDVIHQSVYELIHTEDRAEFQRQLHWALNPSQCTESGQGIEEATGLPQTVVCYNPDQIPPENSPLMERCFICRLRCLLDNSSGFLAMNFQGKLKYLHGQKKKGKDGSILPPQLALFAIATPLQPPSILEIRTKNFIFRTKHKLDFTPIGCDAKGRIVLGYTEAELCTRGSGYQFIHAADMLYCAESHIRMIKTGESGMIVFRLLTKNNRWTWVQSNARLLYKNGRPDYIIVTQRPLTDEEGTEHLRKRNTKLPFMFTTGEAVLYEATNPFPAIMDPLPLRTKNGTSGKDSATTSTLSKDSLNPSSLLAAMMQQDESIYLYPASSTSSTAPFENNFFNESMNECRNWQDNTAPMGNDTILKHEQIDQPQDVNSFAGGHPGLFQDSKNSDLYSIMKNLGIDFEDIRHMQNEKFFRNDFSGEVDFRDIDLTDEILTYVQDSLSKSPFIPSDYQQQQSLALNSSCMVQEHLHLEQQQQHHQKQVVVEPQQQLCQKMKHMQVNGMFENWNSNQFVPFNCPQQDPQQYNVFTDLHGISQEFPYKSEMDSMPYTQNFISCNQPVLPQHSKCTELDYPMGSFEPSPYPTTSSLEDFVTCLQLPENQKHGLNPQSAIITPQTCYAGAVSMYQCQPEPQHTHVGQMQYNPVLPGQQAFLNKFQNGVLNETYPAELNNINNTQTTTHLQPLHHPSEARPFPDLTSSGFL
Starred values were filed as active, the others as inactive; ? = inconclusive; . = no result given; & = joins results of further samples; [ ] = remark or other dose.

SMILES	RPL19A TOR yeast	proCasp7 act	JMJD2C inh	CR mimetic SO	LAP4-GFP MLPCN	MEP2 TOR yeast	proCasp3 act	AHR act
CC(C)(C)NC(=O)CSc1nc(-c2ccccc2)c(-c2ccccc2)[nH]1	91	12	8	100	88	98	14	12
CCOc1ccc(-c2nnn(CC(=O)NCc3ccc(F)cc3)n2)cc1OCC	92	-1	-6	102	89	95	13	2
O=C(COC(=O)c1ccccn1)Nc1nc(-c2ccccc2)cs1	97	3	8	103	98	95	8	-6
COCCNC(=O)c1ccc(CSc2nc3ccccc3s2)cc1	99	-2	?	101	90	86	-4	47
COc1ccccc1CNC(=O)CC1Sc2ccccc2NC1=O (stereo unspecified)	94	5	3	92	96	92	5	9
Cc1ccc(-c2c(C)sc3nc(CN4CCN(CC(=O)NC5CC5)CC4)[nH]c(=O)c23)cc1	94	-14	.	95	103	100	4	1
CCn1ncc2c1C(=O)NC1c3ccccc3C(=O)N21 (stereo unspecified)	100	-1	-8	97	99	101	4	6
CCCCC(=O)Nc1ccc2c(c1)nc1n2CCOC1	98	2	1	97	99	95	1	0
Cc1cccc(C(=O)Nc2ccccc2C(=O)OCC(=O)Nc2ccc(C#N)cc2)c1	105	-3	-1	111	112	108	6	2
O=C(NCCc1ccccc1)Nc1cccc(Cl)c1	92	-5	3	101	91	85	3	10
COc1ccc(CNC(=O)N2CCN(c3ccc(F)cc3)CC2)cc1	98	2	3	89	92	92	5	-4
Cc1ccc(S(=O)(=O)N(C)CC(=O)N2CCN(C(=O)c3ccco3)CC2)cc1	101	9	-5	94	100	105	-3	3
CC1CN(c2oc(COc3ccc(Cl)cc3Cl)nc2C#N)CC(C)O1 (stereo unspecified)	97	12	6	97	99	101	-1	8
COc1ccccc1CNC(=O)c1cccc(N(C)C)c1	100	-9	3	109	106	105	-4	5
CCC(CC)C(=O)Nc1c(C)n(C)n(-c2ccccc2)c1=O	99	18	-3	103	101	100	4	3
Cc1c(Cl)cccc1NS(=O)(=O)c1ccc(-c2ccc(=O)[nH]n2)o1	102	4	6	112	91	99	1	3
Cc1ccc(S(=O)(=O)CC(=O)NCc2ccc(Cl)cc2)cc1	95	0	-27	116	109	101	4	-2
CCCNC(=O)Cc1c(OC)ccc2cc(Br)ccc12	98	9	0	108	103	91	1	11
O=C(Nc1nnc(SCc2ccc(Cl)cc2)s1)c1ccco1	90	-10	.	129	100	111	1	1
O=C(CSc1ncc(-c2ccccc2)nn1)NCc1ccco1	96	-3	25	109	98	107	2	-1
O=C(Nc1ccccc1)/C(=C1\CCCN1)[N+](=O)[O-]	99	9	14	108	100	99	2	9
c1ccc(-c2nnc(C(c3ccccc3)c3ccccc3)o2)cc1	107	-10	-9	95	107	101	-41	1
Cc1ccc(NS(=O)(=O)c2c(C)[nH]c(C)c2C(=O)N2CCCCC2)cc1F	105	5	-4	79	99	107	2	5
CC1CN(S(=O)(=O)c2cc(C(=O)NCc3ccncc3)ccc2Cl)CC(C)O1 (stereo unspecified)	103	6	-2	109	101	105	10	-1
Cn1cc(C(=O)c2cccc(Cl)c2Cl)cc1C#N	96	-2	-17	105	111	107	2	3
Cc1ccccc1NS(=O)(=O)c1ccc(C(=O)N2CCC2)cc1	89	-8	-1	99	102	95	3	-2
O=C(COC(=O)c1ccc(NS(=O)(=O)c2ccc(F)c(F)c2)cc1)NCC1CCCO1 (stereo unspecified)	98	1	-1	82	93	110	1	4
CC1CCN(Cc2ccc(NC(=O)C3CCN(c4nnc(-n5cccc5)s4)CC3)cc2)CC1	104	8	29&-5	102	103	109	4	0
CCOC(=O)c1c(/N=C/c2cc([N+](=O)[O-])ccc2O)sc(C)c1C	96	-20	3	99	92	89	-23	5
CCOC(=O)Cc1csc(NC(=O)c2ccc(N3CCOCC3)cc2[N+](=O)[O-])n1	103	-7	-13	109	103	100	3	-2
CCOC(=O)Cc1csc(SCC(=O)NC2CCCCC2)n1	100	0	3	79	101	101	-8	5
COc1cc(NC(=O)c2ccccc2Cl)ccc1NC(=O)c1cccs1	93	7	-3	99	85	96	7	0
COc1ccc(C2CC2/C(=N/OC(=O)c2cccs2)c2ccccc2)cc1 (stereo unspecified)	93	-4	-9	107	97	92	9	-7
CC(=O)Nc1ccc(S(=O)(=O)N2c3ccccc3NC(=O)CC2C)c(Cl)c1 (stereo unspecified)	94	12	-11	102	105	95	4	0
CCCn1c(=N)n(CC(=O)c2ccc(OCC(=O)OC)cc2)c2ccccc21	102	-2	-5	122	118	99	-6	-1
CCOC(=O)/C(C#N)=C/NC(=O)NC(C)(C)C	102	11	-10	111	97	111	-1	2

Three of the entries above in order of their number in RPL19A TOR yeast, lowest first:
SMILES | RPL19A TOR yeast | JMJD2C inh | LAP4-GFP MLPCN | MEP2 TOR yeast | proCasp3 act | AHR act
Cn1cc(C(=O)c2cccc(Cl)c2Cl)cc1C#N | 96 | -17 | 111 | 107 | 2 | 3
CCOC(=O)Cc1csc(SCC(=O)NC2CCCCC2)n1 | 100 | 3 | 101 | 101 | -8 | 5
CC1CCN(Cc2ccc(NC(=O)C3CCN(c4nnc(-n5cccc5)s4)CC3)cc2)CC1 | 104 | 29&-5 | 103 | 109 | 4 | 0

New compounds follow.
SMILES	RPL19A TOR yeast	proCasp7 act	JMJD2C inh	CR mimetic SO	LAP4-GFP MLPCN	MEP2 TOR yeast	proCasp3 act	AHR act
CN1CC=C2C(C#N)=C(N)C(C#N)(C#N)C(c3ccsc3)C2C1 (stereo unspecified)	105	-8	-4	91	100	101	-6	15
O=C(c1ccncc1)c1ccc(N2CCN(C3CC(=O)N(Cc4ccccc4)C3=O)CC2)cc1 (stereo unspecified)	98	-3	1	104	94	98	2	5
CC(On1nnc2ccccc21)C(=O)N1CCN(Cc2ccccc2)CC1 (stereo unspecified)	95	6	6	92	105	70	2	0
CCC(CO)Oc1cc(NCc2cccc(Cl)c2)c2ncn(C(C)C)c2c1 (stereo unspecified)	92	3	-24	90	100	95	2	6
Cc1cccc(C)c1NC(=O)C1CCCNC1 (stereo unspecified)	20*[may fluoresce violet]	3	-1	98	129[may fluoresce violet]	253*[may fluoresce violet]	5	2
O=C(Nc1ccnn1C1CCN(C(=O)c2ccc(F)cc2)CC1)C1CCOC1 (stereo unspecified)	100	1	14	91	113	105	4	1
COc1cc(OC)cc(C(=O)NC(C(=O)NNC(=O)c2ccc(C)cc2)C(C)C)c1 (stereo unspecified)	94	-8	3	111	89	92	5	14
O=C(CCn1cccc1)Nc1cc(F)ccc1F	95	-2	2	99	99	100	-7	-1
Cc1c(Br)c([N+](=O)[O-])nn1CC(=O)NCc1cccnc1	94	1	5	93	93	98	-6	-1
CC(C)N1CCC(=NNc2ccc(S(=O)(=O)N3CCOCC3)cc2[N+](=O)[O-])CC1	98	-7	-4	92	103	104	7	3
COc1ccc(OC)c(-c2cc(C(=O)N3CCCc4ccccc43)no2)c1	106	-7	-1	84	107	103	4	3
CCCC(CCC)C(=O)Oc1cc(C)[nH]c(=O)c1[N+](=O)[O-]	104	-2	10	112	92	104	1	-3
Cc1ccc(N=C2NC(=O)S/C2=C\c2ccco2)cc1	95	-14	4	116	101	99	-11	11
Cc1c(NS(=O)(=O)c2cc(Br)cc3c2N(C(=O)C2CC2)CC3)c(=O)n(-c2ccccc2)n1C	96	-8	8	98	97	100	1	-1
CCN(Cc1cc(=O)n2ccsc2n1)c1cccc2ccccc12	101	-8	-12	102	101	105	3	19
CC(CN1CCCCC1)OC(=O)COc1ccc(Cl)cc1 (stereo unspecified)	105	10	114	131	105	127	0	-5
COc1ccc(NC(=O)CN(C)S(=O)(=O)c2cccc3nsnc23)cc1OC	104	4	1	100	106	104	1	1
Cc1[nH]c2ccc(-c3nnc(SCC(=O)N4CCCc5ccccc54)o3)cc2c1C	95	-2	12	100	90	93	2	8
O=Cc1ccc(N2N=C(c3ccccc3)CC2c2ccccc2)cc1 (stereo unspecified)	63[may fluoresce violet]	-27	1	91	89[may fluoresce violet]	208*[may fluoresce violet]	-46	7
c1ccc2nc3c(nc2c1)CCCC3	97	6	-2	90	121	101	-5	4
O=C(CN1CCC(c2nc3ccccc3[nH]2)CC1)Nc1ccc2c(c1)OCO2	81	1	-9	86	99	98	4	4
O=C(Nc1ccc(Cl)cc1)C1CC(=O)n2c(nc3ccccc32)N1 (stereo unspecified)	99	10	0	84	100	98	-2	0
O=C(Cc1ccccc1)N/N=C/c1cccs1	108	2	0	89	119	127	4	2
CN(C)C(=O)c1cn(-c2ccccc2)nc1-c1cccc([N+](=O)[O-])c1	103	6	7	97	107	99	13	-6
Cc1nc(NC(=O)c2csc3ccccc23)sc1C	103	-19	-5	109	120	117	1	4
Cc1ccc(C(=O)NC2CCN(Cc3ccccc3)CC2)cc1S(=O)(=O)N1CCOCC1	104	9	6	105	106	108	-12	2
COc1ccc(N(CC(=O)NC2CCCCC2)C(=O)CCC(=O)Nc2nc(C)cs2)cc1	103	11	-14	119	90	105	2	6
O=C(COc1ccccc1)NCc1nnc2c3ccccc3c(-c3ccccc3)nn12	98	3	-5	114	104	104	0	23
CCC(CC)c1nnc(NC(=O)c2c(-c3ccccc3)noc2C)s1	101	7	2	99	92	90	1	1
CCOC(=O)c1sc(=S)n(-c2ccc(C)cc2)c1SC	99	-10	-5	101	100	102	-7	1
O=C1CCCN1CCCNc1ncnc2c1[nH]c1ccc(Cl)cc12	99	0	8	93	104	103	-1	34
COc1cccc(CN(C)C(=O)C2CCN(S(=O)(=O)c3ccc(C)cc3)CC2)c1OC	105	0	5	124	100	106	15	0
Cc1cc(OC(C)C(=O)NC(Cc2c[nH]c3ccc(O)cc23)C(=O)O)c2c(C)c(C)c(=O)oc2c1 (stereo unspecified)	100	-5	60	97	103	109	3	2
COCC(N)(c1ccccc1)c1nc2ccccc2n1C (stereo unspecified)	106	-6	-1	97	98	103	8	-2
CCN(/C=N/S(=O)(=O)c1ccc(Cl)cc1)CC	95	-4	4	97	91	95	4	1
CC(C)(C)OC(=O)N[C@H](Cc1ccccc1)C(=O)N1CCC[C@@H]1C(=O)O	103	-3	-15	105	86	110	6	1
CCn1c(SCC(=O)Nc2cc(C)on2)nnc1-c1ccc(S(=O)(=O)N2CCN(C)CC2)cc1	96	7	0	96	86	84	2	2
COc1cccc(-n2nnnc2S(C)(=O)=O)c1	100	0	5	117	118	116	-14	-1
NC(=O)c1cc(S(=O)(=O)Nc2ccccc2)cs1	105	1	0	95	97	101	6	1
COc1ccc(CNC(=S)Nc2ccccc2)cc1	100	2	-5	88	92	107	-8	-1
FC(F)(F)c1cccc(N2CCN(C(=S)NC3CCCC3)CC2)c1	96	11	0	71	113	108	7	-2
O=[N+]([O-])c1cc(C(F)(F)F)ccc1N1CCCC(O)C1 (stereo unspecified)	98	5	5	108	93	99	-1	5
